High-throughput results: PubChem BioAssay, several laboratories
TLR4-MyD88 BLA – inhibitors of TLR4-MyD88 association in cells, primary screen, cell-based, HeLa CL3-4, BLA complementation, FRET ratio | inhibition, % at 8.4 µM | hit rate 0.18% among 200,000 | AID 861, 2007 | HeLa CL3-4 TLR4/MyD88 BLA complementation; in the data active = inhibition above about 25%;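 note: 0% = vehicle and 100% = reference inhibitor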
Target sequence (O00206 whole entry, looked up): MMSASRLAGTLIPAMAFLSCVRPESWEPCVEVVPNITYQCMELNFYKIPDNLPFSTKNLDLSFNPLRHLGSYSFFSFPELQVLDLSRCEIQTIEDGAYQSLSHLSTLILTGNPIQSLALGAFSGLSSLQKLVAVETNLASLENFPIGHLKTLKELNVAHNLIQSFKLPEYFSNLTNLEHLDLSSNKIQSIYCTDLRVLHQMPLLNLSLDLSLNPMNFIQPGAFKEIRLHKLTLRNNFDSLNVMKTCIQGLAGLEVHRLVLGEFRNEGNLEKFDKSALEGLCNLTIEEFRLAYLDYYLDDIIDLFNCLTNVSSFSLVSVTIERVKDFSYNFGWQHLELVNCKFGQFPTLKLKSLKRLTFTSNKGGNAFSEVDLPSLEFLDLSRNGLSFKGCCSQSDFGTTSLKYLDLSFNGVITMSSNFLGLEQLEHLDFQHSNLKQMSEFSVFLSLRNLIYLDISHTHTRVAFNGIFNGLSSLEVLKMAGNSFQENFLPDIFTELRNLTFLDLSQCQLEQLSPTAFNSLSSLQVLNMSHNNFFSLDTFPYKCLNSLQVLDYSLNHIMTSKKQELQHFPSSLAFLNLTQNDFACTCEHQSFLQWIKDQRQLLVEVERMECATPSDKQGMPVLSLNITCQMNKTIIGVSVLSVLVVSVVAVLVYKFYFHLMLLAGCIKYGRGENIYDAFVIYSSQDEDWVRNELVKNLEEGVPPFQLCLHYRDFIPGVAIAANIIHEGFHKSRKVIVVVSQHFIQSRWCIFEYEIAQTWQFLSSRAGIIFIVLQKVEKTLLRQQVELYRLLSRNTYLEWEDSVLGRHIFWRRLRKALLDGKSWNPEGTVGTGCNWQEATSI
Target sequence (Q99836 whole entry, looked up): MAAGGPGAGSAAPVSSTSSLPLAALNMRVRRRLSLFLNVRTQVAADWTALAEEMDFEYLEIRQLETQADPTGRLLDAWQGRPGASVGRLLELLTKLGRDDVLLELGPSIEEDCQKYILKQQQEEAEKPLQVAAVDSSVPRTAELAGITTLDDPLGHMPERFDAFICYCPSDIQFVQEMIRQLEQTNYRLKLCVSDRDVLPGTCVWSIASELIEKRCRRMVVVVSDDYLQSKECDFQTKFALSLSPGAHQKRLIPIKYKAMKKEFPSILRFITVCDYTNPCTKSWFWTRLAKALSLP
Redox H2O2 prof – compounds producing H2O2 with reducing agent – biochemical, NIH compound library profiling, artefact control for MLSCN library redox annotation, primary screen; activation, % at 10 µM; DTT-dependent redox cycling H2O2, phenol red/HRP absorbance; 100% = 100 µM peroxide control, 0% = buffer; hit rate 0.03% among 200,000;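 active = activation of at least 50% relative to the plate's high and low controls in the primary single-dose screen; inactive = activation below 50%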;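 note: compound incubated with DTT at 0.8 mM final as the reducing agent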
Hsp70 act – Hsp70 transcriptional activators, primary screen, cell-based, HeLa, Hsp70 promoter luciferase, luminescence, 10 µM | HeLa Hsp70 promoter luciferase reporter; scaled: vehicle 0, proteasome-inhibitor control 100% | activation, % at 10 µM | hit rate 0.04% among 200,000 | AID 1203, 2008;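 active = activation above the mean across all tested compounds plus 3 SD, cutoff set per campaign, cut at about 5.5% in these data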;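 note: 100% = MG132 at 30 µM as the positive control and 0% = DMSO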
HMGR II inh – inhibitors of E. faecalis class II HMGR, primary screen, biochemical, Enterococcus faecalis; HMG-CoA reductase (Enterococcus faecalis, mvaE); purified E. faecalis HMGR, NADPH absorbance 340 nm kinetic; inhibition, % at 10 µM; hit rate 0.41% among 190,000; AID 1066, 2008;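 active = inhibition above a set limit, the median over all tested compounds plus 3 SD, cut at about 9.5% in these data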;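 note: enzyme runs in reverse so mevalonate oxidation gives rising NADPH absorbance; 0% = complete reaction with DMSO and 100% = background rate lacking mevalonate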
STAT3 blocker – IL-6 driven STAT3 reporter inhibitors, primary screen, U3A cells, luciferase, luminescence, MLSCN library; IL-6 STAT3-luciferase reporter; host cell line lacks STAT1; inhibition, % at 5.5 µM; hit rate 0.89% among 190,000; AID 862, 2007;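 active = inhibition above the mean inhibition across all screened compounds plus 3 SD, cut at about 44% in these data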;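 note: 0% = DMSO only wells and 100% = 100 µM nifuroxazide control wells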
STAT1 act – STAT1 signaling activators, primary screen, cell-based, HTS, luciferase reporter; NIH 3T3 STAT1-luciferase reporter, IFN-gamma, luminescence; 100% = IFN-gamma alone, no compound; hit rate 2.6% among 200,000; activation (% of control), % at 5.5 µM; AID 932, 2007;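 active = activation above the screen-wide mean activation plus 3 SD, cut at about 130% in these data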;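 note: raw ratio to IFN-gamma control signal so 100% means no change and 0% no light; values of inactives mirror those of a sister screen read the other way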
APP 5'UTR act – activators of APP 5'UTR luciferase reporter, primary screen, SH-SY5Y cells; AID 1276, 2008; SH-SY5Y APP 5'UTR luciferase reporter, luminescence; zero percent = DMSO vehicle wells; hit rate 1% among 190,000; activation, % at 2 µM;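 active = activation above a set limit, based on mean plus 3 SD of controls, cut at about 140% in these data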; note: values of inactives mirror those of a sister screen read the other way
NF-kB expr up – activators of NF-kB expression in neurons, primary screen, cell-based, HTS; AID 1239, 2008; human neuronal cells, NF-kB reporter expression; stronger effect = higher value; fold change at 12.5 µM; hit rate 1.6% among 190,000; in the data active = fold change above about 3.3
STAT1 blocker – STAT1 signaling inhibitors, primary screen, cell-based, HTS, luciferase reporter; NIH 3T3 STAT1-luciferase reporter, IFN-gamma, luminescence; inhibition, % at 5.5 µM; hit rate 0.35% among 200,000;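 active = inhibition above a set limit, the mean inhibition across all tested compounds plus 3 SD, cut at about 34% in these data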;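 note: 0% = IFN-gamma with DMSO and 100% = IFN-gamma with 300 µM nifuroxazide; values of inactives mirror those of a sister screen read the other way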
STAT3 act – IL-6 driven STAT3 reporter potentiators, primary screen, U3A cells, luciferase, luminescence, MLSCN library; activation (% of control), % at 5.6 µM; AID 871, 2007; IL-6 STAT3-luciferase reporter; 100% = signal with IL-6 EC80 alone; hit rate 0.91% among 190,000;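 active = activation above the screen-wide mean of compound activation plus 3 SD, cut at about 130% in these data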;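 note: 0% = background luminescence of wells with medium and substrate only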
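System – human U3A cells carrying STAT3-luciferase construct · Probe or stimulus – Interleukin-6, 33 ng/mL · Schedule – compound 1 h, then IL-6 6 h at 37 °C · Signal – luminescence from STAT3-driven luciferase reporter · Evaluation – percent of IL-6-only median luminescence · Benchmarks – IL-6-only high control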
Active calls of the source: *; . = no result given.

SMILES | TLR4-MyD88 BLA | Redox H2O2 prof | Hsp70 act | HMGR II inh | STAT3 blocker | STAT1 act | APP 5'UTR act | NF-kB expr up | STAT1 blocker | STAT3 act
NC(=O)C1CCN(C(=O)CSc2nc3ccccc3o2)CC1 | 14 | 2.2 | -0.2 | -5 | 1 | 89 | -4 | 1.2 | 13 | 103
CCOC(=O)c1ccc(-n2ncc(C(=O)OCC)c2N)cc1 | 16 | 1.1 | -0.3 | -5 | -4 | 108 | . | 1.4 | -15 | 106
Cc1cccc(OCc2nnc(N)s2)c1C | -8 | -3.4 | 0.2 | -4 | 13 | 104 | -6 | 1.2 | -4 | 92
COc1cc(OC)c(NC(C)C(=O)NCc2ccccc2)cc1Cl (stereo not drawn) | -12 | -0.1 | -0.4 | 1 | -2 | 101 | 2 | 1.2 | -3 | 110
COc1ccc(-c2cc(-c3ccc(C)cc3)nc(SCc3nnc(-c4ccccc4)o3)c2C#N)cc1OC | -10 | 0.3 | -0.3 | -6 | -6 | 98 | 8 | 1 | 2 | 103
COc1ccc(C(=O)N2CCC(C(=O)Nc3ccc(C)cc3)CC2)cc1 | -6 | -1.2 | -0.2 | -1 | 8 | 100 | 5 | 1 | -1 | 95
CCOC(=O)/C=c1\s/c(=C\c2ccc(C(F)(F)F)cc2)c(=O)n1CC(=O)NCc1ccco1 | -4 | 0.7 | -0.3 | -7 | 3 | 102 | -20 | 0.98 | -2 | 102
CCN(Cc1ccncc1)Cc1c(O)ccc2cc(Br)ccc12 | 13 | -0.2 | -0.3 | 15* | -7 | 101 | 18 | 0.99 | -2 | 107
COC(=O)CCCCCCCCC(=O)Nc1nc2ccccc2s1 | 12 | 0.1 | -0.2 | -3 | -2 | 98 | -1 | 1.1 | 2 | 106
CCN(c1ccccc1)c1nc(=O)c2cccnc2s1 | -3 | -0.5 | -0.1 | -8 | 6 | 94 | 8 | 2.2 | 5 | 99
Cc1ccc2[nH]c3c(=O)n(CCN4CCOCC4)cnc3c2c1 | 21 | 2.5 | 0.0 | -7 | 0 | 112 | -12 | 1.2 | -13 | 104
CN(C)CCNC(=O)CNC(=S)N(Cc1ccccc1)Cc1cccnc1 | 8 | -0.8 | -0.3 | -6 | 14 | 92 | 11 | 1.2 | 8 | 91
CN(C)c1ccc(C(=S)N2CCN(C(=S)Nc3ccc(Cl)cc3)CC2)cc1 | 1 | 0.0 | -0.3 | -7 | 8 | 102 | 5 | 1.1 | -4 | 97
CC(=O)c1cc2c(cc1NC(=O)CN1CCC(Cc3ccccc3)CC1)OCO2 | -5 | 0.3 | 0.1 | 1 | 11 | 98 | 10 | 1.2 | 2 | 96
N#Cc1ccc(-c2ccccc2)nc1Sc1ccc(F)cc1 | 5 | -3.6 | 0.7 | 1 | 4 | 106 | 2 | 0.92 | -7 | 103
CCN(CC)C(=O)CSc1nc(C)cc(C)n1 | 4 | -0.7 | -0.1 | -1 | 4 | 95 | 4 | 0.98 | 3 | 99
COC(=O)c1ccc(CSc2ncnc3c2nnn3-c2ccc(OC)cc2)o1 | 1 | -0.8 | -0.3 | 4 | 0 | 105 | 0 | 1.3 | -4 | 106
CCC(=O)N/N=C(\C)CC(=O)Nc1ccc2ccccc2c1 | -2 | -6.3 | -0.3 | . | 16 | 98 | 10 | 1.1 | 2 | 91
COc1ccc(OC)c(C2C(C(=O)N(C)C)=C(C)Nc3nc4ccccc4n32)c1 (stereo not drawn) | 3 | -2.5 | -0.1 | -2 | 8 | 119 | 5 | 1.1 | -19 | 97
COc1cccc(-c2nc(OC(C)C)c3ccccc3n2)c1 | -11 | 1.4 | 0.0 | -1 | 21 | 103 | -8 | 1.3 | -3 | 85
NC(=O)COC(=O)CNC(=O)c1ccc(Cl)cc1 | 15 | -0.8 | -0.4 | -3 | 16 | 96 | 5 | 0.95 | 4 | 92
Cc1[nH]nc(-c2ccc(OCc3cnn(-c4ccccc4)c3)cc2O)c1Oc1ccccc1F | 2 | -3.5 | -0.1 | -2 | 0 | 102 | 20 | 0.87 | -2 | 107
O=C(CCOc1ccccc1)NCc1ccccc1 | -2 | 0.0 | -0.2 | -2 | 4 | 88 | 8 | 0.89 | 7 | 100
COC(=O)c1c(NS(=O)(=O)c2ccc(C)cc2)sc2c1CCC(C)C2 (stereo not drawn) | -2 | -0.3 | -0.2 | -4 | 9 | 96 | -3 | 1.1 | 0 | 95
O=S1(=O)C[C@H]2NC(=S)N(c3ccccc3)[C@H]2C1 | 13 | 0.1 | 0.1 | -3 | 3 | 94 | 5 | 1.1 | 6 | 97

Continuation.
SMILES | TLR4-MyD88 BLA | Redox H2O2 prof | Hsp70 act | HMGR II inh | STAT3 blocker | STAT1 act | APP 5'UTR act | NF-kB expr up | STAT1 blocker | STAT3 act
COc1cccc(CC2CC(=O)N(CCc3ccc4c(c3)OCO4)C2=O)c1 (stereo not drawn) | 6 | 0.1 | -0.3 | 2 | 8 | 102 | -4 | 1 | -3 | 98
Cc1ccc(NC(=S)N2CCN(c3ccccn3)CC2)c(C)c1 | -4 | -1.3 | 0.0 | -3 | 17 | 96 | 18 | 1.1 | 3 | 91
CCCCCc1nnc(NC(=O)Cn2cnc3ccccc3c2=O)s1 | 1 | 0.3 | -0.2 | -4 | 2 | 93 | 7 | 0.97 | 8 | 100
COc1ccccc1OCc1nc2c3c(-c4ccccc4)c(-c4ccccc4)oc3ncn2n1 | -6 | 3.5 | -0.3 | . | 3 | 100 | -3 | . | 0 | 99
CC(=O)Nc1ccc(OCC[n+]2cccc(C(N)=O)c2)cc1 | -8 | 0.4 | -0.1 | 0 | 14 | 101 | -1 | 0.98 | -3 | 92
Cc1ccc(C)c(S(=O)(=O)N2CCN(C(C(=O)Nc3ccc(F)cc3)c3ccccc3)CC2)c1 (stereo not drawn) | 4 | 0.3 | -0.4 | -2 | 4 | 95 | 8 | 0.88 | 6 | 100
OC[C@@H]1CCCN1Cc1nc(-c2cccs2)no1 | -9 | 3.8 | 0.2 | -3 | -2 | 114 | -8 | 1.3 | -17 | 105
CCOC(=O)c1c(N)sc2c1C1CCN2CC1 | 5 | -1.4 | -0.5 | -7 | -6 | 100 | 10 | 1.1 | 0 | 108
CC(=O)Nc1ccc(/C=N/NC(=O)c2cc3ccccc3nc2C)cc1 | -18 | -0.1 | 0.1 | 0 | 0 | 98 | 5 | 0.88 | 2 | 98
Cc1ccc(S(=O)(=O)/N=C(/Nc2c(C)n(C)n(-c3ccccc3)c2=O)c2ccc(Cl)cc2)cc1 | -2 | 1.8 | -0.2 | 3 | 12 | 98 | 10 | 1.2 | 2 | 92
C/C(CCc1ccc2c(c1)OCO2)=N\NC(=O)c1ccc(C)cc1C | 3 | -0.6 | 0.2 | -2 | 2 | 109 | 4 | 1.3 | -11 | 100
NC(=O)CSCc1ccc(Br)cc1 | -14 | 1.2 | 0.0 | 0 | -1 | 99 | -13 | 0.91 | 1 | 103
Cc1ccc(C(=O)NN2C(=O)C3C4C=CC(C5CC45)C3C2=O)cc1 (stereo not drawn) | 4 | -0.2 | 0.7 | 11* | 0 | 94 | -22 | 1.2 | 7 | 104
COc1ccccc1NC(=O)C[n+]1ccccc1 | -17 | -0.5 | -0.4 | -2 | 2 | 95 | -14 | 1.2 | 4 | 101
CCOC(=O)N1CCC(NC(=O)CCC(=O)N2CC(C)Oc3ccccc32)CC1 (stereo not drawn) | 10 | -0.5 | -0.2 | 0 | 3 | 93 | 9 | 1.2 | 7 | 100
CCN(C(=O)c1cn(C)c(=O)c2cc(OC)c(OC)cc12)c1cc(OC)ccc1OC | -1 | -2.2 | -0.4 | -3 | 3 | 103 | -6 | 1.2 | -3 | 101
COC(=O)CSc1nc(N2CCOCC2)c2c(c1C#N)CC(C)(C)N(C)C2 | 24 | -0.2 | -0.5 | -3 | 9 | 94 | -3 | 0.87 | 7 | 96
CCOC(=O)CNC(=O)c1cc(OC)cc(OC)c1 | -1 | 0.1 | 0.1 | -3 | 10 | 103 | 9 | 1.1 | -4 | 101
CC(C)NC(=O)Cn1c(SCC(=O)c2ccc(F)cc2)nc2ccccc21 | 4 | 0.5 | -0.1 | -4 | 0 | 102 | -1 | 1.5 | 1 | 103
COc1ccc(S(=O)(=O)Nc2nnc(Cc3ccc(OC)c(OC)c3)s2)cc1 | -3 | 0.0 | -0.1 | 0 | 3 | 93 | 9 | 1.1 | 6 | 100
CC(=O)c1cccc(NC(=O)Nc2cnn(Cc3ccc(Cl)cc3Cl)c2)c1 | 12 | 0.1 | -0.2 | 0 | 11 | 98 | -21 | 1.2 | 3 | 91
O=C(CNC(=O)c1ccc2c(c1)OCCO2)N/N=C/c1ccc(O)cc1O | 1 | 0.3 | -0.4 | -3 | -5 | 93 | -6 | 1.1 | 8 | 104
Cc1ccn2cc(-c3cc4ccccc4oc3=O)nc2c1 | -6 | 0.2 | -0.4 | -4 | 75* | 74 | 116 | 5.4* | 26 | 38
Cc1ccc(/C=c2\sc3n(c2=O)CN(c2cccc(Br)c2)CN=3)o1 | 2 | 3.7 | 0.0 | -9 | 33 | 98 | -8 | 1.2 | 2 | 81
O=C(c1ccc(COc2ccc3ccccc3c2)o1)N1N=C(C(F)F)CC1(O)C(F)F (stereo not drawn) | -1 | -0.1 | -0.3 | -4 | 1 | 103 | 23 | 1.2 | -3 | 99
NC(=O)c1cc2ccccc2o/c1=N/NC(=O)c1cccs1 | -2 | -1.7 | -0.1 | -4 | 10 | 134* | -1 | 0.63 | -40 | 95
Cc1ccccc1N1CCN(Cc2nc(Cc3ccccc3)no2)CC1 | -20 | -1.8 | -0.2 | -1 | 7 | 101 | 18 | 1.1 | -3 | 97
COC(=O)CN(C)C(=O)CC1C(=O)NCCN1CC(C)(C)C (stereo not drawn) | 6 | -0.5 | 0.0 | -4 | -2 | 103 | 30 | 1.2 | -5 | 106
Cc1ccc(-c2csc(/C(C#N)=C/Nc3ccc4c(c3)OCCO4)n2)cc1 | 4 | 1.7 | -0.2 | 0 | 0 | 100 | -11 | 0.94 | 0 | 103
Cc1nn(C)cc1C1C2=C(CC(C)(C)CC2=O)N(c2ccccc2)C2=C1C(=O)CC(C)(C)C2 | -20 | 0.4 | -0.4 | -1 | -8 | 98 | 11 | 1.1 | 2 | 105

Part of the list above in another layout.
Value order: TLR4-MyD88 BLA	Redox H2O2 prof	Hsp70 act	HMGR II inh	STAT3 blocker	STAT1 act	APP 5'UTR act	NF-kB expr up	STAT1 blocker	STAT3 act
Cc1ccc(S(=O)(=O)/N=C(/Nc2c(C)n(C)n(-c3ccccc3)c2=O)c2ccc(Cl)cc2)cc1
 : -2	1.8	-0.2	3	12	98	10	1.2	2	92
C/C(CCc1ccc2c(c1)OCO2)=N\NC(=O)c1ccc(C)cc1C
 : 3	-0.6	0.2	-2	2	109	4	1.3	-11	100

Compounds were not picked by outcome; overall some 5.6% were active at least once.
